tim23-1 inh = growth inhibitors of tim23-1 mutant yeast, primary screen, luminescence, uHTS. S. cerevisiae tim23-1 growth, BacTiter-Glo luminescence, 24 h. inhibition, % at 20 µM. actives 1.3% (n = 330,000). AID 463212, 2010;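 active = growth inhibition of the mutant yeast at or above 50%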;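 also: temperature-sensitive mutant grown at 25 °C; plate controls were DMSO-treated mutant yeast for no effect and medium wells lacking yeast for full effect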
XBP1 UPR activ = activators of adaptive XBP1 UPR arm, primary screen, cell-based, CHO-XBP1 luciferase reporter, luminescence, uHTS | activation, % at 20 µM | actives 0.33% (n = 330,000) | IRE1-XBP1 UPR activation; percent of tunicamycin response, DMSO as zero;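 active = versus positive control, 20 µM dose yields 30% or more activation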;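 also: 100% = tunicamycin at 10 µg/mL and 0% = DMSO only wells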
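Assay system: IRE1-XBP1 luciferase reporter CHO line. Input: 1000 cells/well. Buffer or medium: F12 with 10% serum. Doses: 20 µM, 1% DMSO. Times: overnight seeding at 37 °C, 6 h compound treatment at 37 °C. Technique: Steady-Glo luciferase glow luminescence, 10 min after reagent addition.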
APJ ag = agonists of human apelin receptor APJ, primary screen, CHO-K1 cells, PathHunter beta-arrestin, luminescence. 0% DMSO wells, 100% apelin. activation, % at 20 µM. actives 0.11% (n = 330,000). AID 2520, 2010. P35414;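 active = activation more than six SD over the plate average, tested at 20 µM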;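 also: 0% = DMSO alone and 100% = apelin-13 at 10 nM; some results filed as inactive read as strong as hits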
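Test system: CHO-K1 APJ beta-arrestin complementation cell line. Amount: cell density 1000 per well. Controls: DMSO negative, 10 nM Apelin-13 positive. Signal: luminescent beta-gal fragment complementation, chemiluminescent substrate. Read-out basis: agonist-driven arrestin binding to APJ. Timing: compound stimulation 90 min at 25 °C, detection 60 min.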
GRIN3A LBD mod = binders of NR3A ligand-binding domain, primary screen, biophysical, differential scanning fluorimetry, uHTS. Tm shift relative to glycine control, % at 25 µM. Glutamate receptor ionotropic, NMDA 3A (GRIN3A) ligand-binding domain. NR3A LBD differential scanning fluorimetry, Tm shift; 0% = protein alone, 100% = glycine-bound protein. AID 1259313, 2017. actives 2.5% (n = 340,000);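 active = melting temperature shift of at least 10% of the positive control shift, at one fixed dose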
Mdm2 MdmX PPI = inhibitors of human Mdm2-MdmX association, primary screen, cell-based, luminescence, split luciferase, SaOS-2, uHTS; AID 485346, 2010; actives 3% (n = 330,000); inhibition, % at 8 µM; SaOS-2 split-luciferase Mdm2/MdmX complementation; Protein Mdm4 (Homo sapiens) + E3 ubiquitin-protein ligase Mdm2 (Homo sapiens), …;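 active = inhibition of at least 50% at 8 µM in the primary screen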
Target sequence (O15151 whole entry, looked up): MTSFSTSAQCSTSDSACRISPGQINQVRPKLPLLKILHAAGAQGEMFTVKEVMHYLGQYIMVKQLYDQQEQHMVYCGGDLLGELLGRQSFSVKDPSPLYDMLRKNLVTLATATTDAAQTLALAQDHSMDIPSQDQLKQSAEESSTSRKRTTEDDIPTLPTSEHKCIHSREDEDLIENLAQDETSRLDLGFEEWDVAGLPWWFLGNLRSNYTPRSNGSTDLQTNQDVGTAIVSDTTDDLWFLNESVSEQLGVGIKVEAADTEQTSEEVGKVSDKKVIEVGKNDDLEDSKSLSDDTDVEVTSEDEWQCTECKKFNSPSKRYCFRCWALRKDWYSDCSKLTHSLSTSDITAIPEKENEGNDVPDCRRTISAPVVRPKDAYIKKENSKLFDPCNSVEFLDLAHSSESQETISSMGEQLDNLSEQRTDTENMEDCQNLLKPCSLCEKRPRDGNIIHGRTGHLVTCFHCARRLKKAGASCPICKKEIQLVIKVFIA
Target sequence (Q00987 whole entry, looked up): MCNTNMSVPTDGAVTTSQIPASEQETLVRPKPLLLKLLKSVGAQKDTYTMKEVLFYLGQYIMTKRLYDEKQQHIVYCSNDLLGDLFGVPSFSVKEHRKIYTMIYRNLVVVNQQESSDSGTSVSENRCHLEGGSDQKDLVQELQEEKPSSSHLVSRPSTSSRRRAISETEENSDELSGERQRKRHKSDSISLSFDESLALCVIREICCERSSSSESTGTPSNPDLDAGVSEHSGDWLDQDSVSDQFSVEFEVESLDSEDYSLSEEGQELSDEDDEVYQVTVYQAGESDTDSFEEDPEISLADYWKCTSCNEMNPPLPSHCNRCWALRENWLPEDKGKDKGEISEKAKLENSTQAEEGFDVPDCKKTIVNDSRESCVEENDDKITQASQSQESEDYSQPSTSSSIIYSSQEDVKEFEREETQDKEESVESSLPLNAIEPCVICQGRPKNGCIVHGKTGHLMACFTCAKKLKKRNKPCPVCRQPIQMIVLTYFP
NLRP3 yeast inh = NALP3 inflammasome inhibitors in reconstituted yeast, primary screen, luminescence, uHTS; Yeast reconstituted NLRP3/ASC/caspase-1, beta-gal luminescence, 24 h; inhibition, % at 10 µM; actives 0.39% (n = 330,000); AID 2825, 2010;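 active = inhibition of 50% or more; inactive = inhibition below 50%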;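 also: plate controls were induced DMSO wells for no effect and uninduced yeast grown without galactose for full effect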
TIM10 inh = growth inhibitors of isogenic TIM10 control yeast, primary screen, counter-screen for tim10-1 yeast inhibitor project, luminescence, uHTS | S. cerevisiae TIM10 strain growth, BacTiter-Glo luminescence, 24 h | inhibition, % at 10 µM | actives 1.4% (n = 330,000) | AID 463195, 2010;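 active = inhibition of 40% or more at the single tested concentration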;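 also: wild-type TIM10 isogenic control strain grown at permissive 25 °C; 0% = DMSO yeast wells and 100% = minimal medium wells without yeast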
tim10-1 inh = growth inhibitors of tim10-1 mutant yeast, primary screen, luminescence, uHTS; S. cerevisiae tim10-1 ts strain growth, BacTiter-Glo, 24 h; inhibition, % at 20 µM; actives 2.2% (n = 330,000);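 active = inhibition of at least 40%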;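 also: mutant grown at 25 °C; 0% = DMSO wells with yeast and 100% = wells holding no yeast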
CHOP UPR activ = activators of apoptotic CHOP UPR arm, primary screen, cell-based, CHO-CHOP luciferase reporter, luminescence, uHTS; UPR activation; percent of tunicamycin response over DMSO baseline; activation, % at 10 µM; actives 0.34% (n = 330,000);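 active = at 10 µM dose, activation of 40% or more, normalized to positive control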;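 also: 100% = tunicamycin at 10 µg/mL and 0% = DMSO alone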
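System: CHO CHOP reporter cells. Amount: 500 cells per well. Buffer or medium: F12 medium, 10% FBS. Compound dosing: one dose, 10 µM in 0.5% DMSO. Incubation: 6 h compound exposure at 37 °C after overnight seeding. Technique: Steady-Glo luciferase luminescence. Benchmarks: tunicamycin and DMSO controls.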
The depositor's hits bear a star; · = not tested or not shown.

SMILES | tim23-1 inh | XBP1 UPR activ | APJ ag | GRIN3A LBD mod | Mdm2 MdmX PPI | NLRP3 yeast inh | TIM10 inh | tim10-1 inh | CHOP UPR activ
COc1ccc(CNS(=O)(=O)NCc2ccccc2)cc1 | -0.1 | -0.4 | 1.2 | 3.2 | -17.1 | 22.2 | -11.2 | -5.6 | -0.3
Cc1ccc(S(=O)(=O)CCC(=O)OCC(=O)c2c(C)[nH]c3ccccc23)cc1 | 16.9 | 0.1 | 2.3 | -11.7 | 6.9 | 8.7 | 16.1 | 18.1 | 0.8
CCOC(=O)C1CCN(C(=O)CCNS(=O)(=O)c2ccc3c(c2)CCN3C(=O)CC)CC1 | -0.4 | -1.9 | -5.2 | -1.3 | 1.5 | 1.0 | 6.0 | -3.6 | 2.4
CSCCC(NC(=O)C1CCC(C)CC1)C(=O)Nc1ccc(NC(C)=O)cc1 (stereo unspecified) | -3.1 | 10.0 | -3.7 | 0.8 | 6.0 | 7.4 | 0.4 | -3.2 | 0.9
Cc1cc(NS(=O)(=O)c2ccc(NC(=O)COc3ccccc3Cl)cc2)no1 | 11.4 | -1.2 | -0.5 | -1.2 | -18.0 | 1.4 | 6.8 | 9.4 | 0.0
O=C1CC(c2ccc(S(=O)(=O)Nc3cc(C(F)(F)F)cc(C(F)(F)F)c3)cc2)CN1 (stereo unspecified) | 11.1 | 0.1 | -1.7 | -1.9 | 16.7 | -7.6 | 4.3 | 7.2 | -1.3
Cc1nc2ccc(NC(=O)c3nn(CC(C)C)c(=O)c4ccccc34)cc2s1 | 30.3 | 0.1 | -2.9 | -14.1 | 77.3* | 3.8 | -3.1 | 10.1 | 0.8
Cc1nc(Cl)c(C(=O)NC(=O)Nc2cccc(C(F)(F)F)c2)c(C)c1[N+](=O)[O-] | 2.8 | 12.1 | 9.6 | 2.9 | 57.1* | 9.2 | -3.3 | 19.2 | 3.1
O=C(Nc1ccc(C2CCCCC2)cc1)C1CCN(c2ncccn2)CC1 | -5.2 | 3.1 | -2.8 | 0.3 | 4.0 | 4.0 | -14.8 | 14.9 | 1.2
CN(Cc1ccccc1)Cc1c(F)cccc1F | 5.5 | -2.8 | -3.9 | -0.5 | -35.4 | 4.7 | 2.3 | 3.2 | 0.6
O=C(CSc1ccc2nnc(-c3ccccn3)n2n1)Nc1ccc(F)cc1 | 7.7 | 0.6 | -1.2 | -2.5 | -6.2 | 18.3 | -5.9 | -1.7 | -1.0
CCCCCCCCn1c2c(c(=N)c3ccccc31)CCC2 | 66.0* | 15.0 | -2.9 | -5.1 | 85.1* | 58.3* | 25.5 | 60.4* | 16.0
COCCN1C(=O)c2oc3cc(C)c(C)cc3c(=O)c2C1c1ccc(O)cc1 (stereo unspecified) | -1.6 | 2.4 | -3.5 | 2.3 | 15.2 | -17.2 | -11.5 | 8.6 | -1.5
N#Cc1c(NC(=O)c2nc3ncccn3n2)sc2c1CCCCC2 | 25.5 | -4.2 | -3.7 | 18.3* | 17.3 | 19.9 | 25.0 | 15.4 | 0.5
O=C(COc1ccccc1Cl)Nc1cc(NC(=O)COc2ccccc2Cl)cc(C(=O)O)c1 | -5.0 | -5.7 | 1.1 | -5.6 | 8.5 | 7.4 | -13.7 | -2.5 | -1.4
Cc1ccccc1-n1nnnc1SCc1ncc(-c2ccccc2)o1 | 5.4 | 0.1 | -4.8 | 3.6 | 8.4 | -1.9 | -2.9 | 31.0 | -0.2
COc1ccc(-c2nc(NC(=O)c3ccc(OCC(=O)N4CCOCC4)c(OC)c3)sc2C)cc1 | 0.7 | -2.5 | 1.1 | -24.5 | 16.4 | -0.1 | -6.3 | 2.8 | 1.7
O=S(=O)(c1cccc(COc2c(Cl)cccc2Cl)c1)N1CCOCC1 | 29.6 | -1.4 | -1.1 | 1.0 | 9.3 | 17.3 | -0.4 | 40.2* | -1.0
CCn1c(=O)n(CC(=O)N(C)Cc2ccccc2)c(=O)c2ccccc21 | 23.7 | 1.4 | -1.0 | -0.2 | 8.2 | 4.6 | 1.1 | 21.9 | -0.6
O=C(CSc1nc2ccccc2[nH]1)Nc1nc(-c2cccc(Br)c2)cs1 | 31.0 | -1.7 | -2.2 | 0.5 | -13.1 | 4.2 | 21.0 | 2.6 | 4.6
Cc1cc(Cl)cc(Br)c1OCCCCn1cncn1 | 14.1 | 0.1 | -0.5 | 0.1 | 6.8 | 6.3 | 23.4 | 19.8 | -1.6
O=C(/C=C\c1ccc2c(c1)OCO2)Nc1nnc(SCC(=O)OCc2ccccc2)s1 | -3.9 | -1.5 | -0.5 | · | 5.0 | 17.1 | 3.8 | 12.2 | -1.5
CCc1ccc(C(C(=O)NC2CCCCC2)N(C(=O)c2csnn2)C2CC2)cc1 (stereo unspecified) | 13.5 | -0.7 | -0.7 | -6.1 | -14.1 | 8.7 | -6.7 | 0.4 | 0.2
CSc1nncn1/N=C/c1cc(Cl)ccc1F | 19.2 | 0.8 | 3.0 | 0.9 | 9.9 | -8.9 | 12.4 | 31.4 | -0.5
CCN1C(=O)[C@@H]2[C@@H](c3ccc(-c4ccc(C(C)=O)cc4)c(OC)c3)N3CCC[C@@]3(C(=O)OC)[C@@H]2C1=O | -6.8 | 1.1 | 1.6 | -1.6 | 8.4 | -3.8 | -6.1 | 2.8 | -0.5

Three compounds from above with just TIM10 inh.
SMILES	TIM10 inh
CCOC(=O)C1CCN(C(=O)CCNS(=O)(=O)c2ccc3c(c2)CCN3C(=O)CC)CC1	6.0
Cc1nc2ccc(NC(=O)c3nn(CC(C)C)c(=O)c4ccccc34)cc2s1	-3.1
O=C(Nc1ccc(C2CCCCC2)cc1)C1CCN(c2ncccn2)CC1	-14.8

Going on with the list.
SMILES | tim23-1 inh | XBP1 UPR activ | APJ ag | GRIN3A LBD mod | Mdm2 MdmX PPI | NLRP3 yeast inh | TIM10 inh | tim10-1 inh | CHOP UPR activ
O=C(c1ccc(-c2ccccc2)cc1)N1CCCC1 | 18.3 | 1.1 | -3.6 | -0.7 | 11.5 | 23.1 | 27.1 | 21.9 | 5.4
Cc1cc(=O)n2c3ccccc3n(CC(O)CN3CCN(CCO)CC3)c2c1C#N (stereo unspecified) | 2.3 | -1.1 | -1.9 | -0.4 | -0.1 | -16.8 | 16.0 | 13.3 | 0.1
COc1ccc(/C=N/NC(=O)Cn2nc([N+](=O)[O-])cc2C)c(OC)c1OC | 12.8 | -0.6 | 4.5 | -1.2 | 15.2 | 22.8 | -8.1 | -8.6 | 2.9
Cc1c(NC(=O)c2ccc3ncccc3c2)c(=O)n(-c2ccccc2)n1C | 4.4 | 0.9 | -0.6 | -0.9 | -21.7 | 0.5 | -14.6 | -2.1 | 1.1
COc1ccccc1N=c1oc2cc(O)ccc2cc1C(N)=O | 44.9 | 2.5 | -7.2 | -9.8 | 24.3 | 21.9 | 40.4* | 47.4* | 1.2
Nc1c(C(=O)c2ccc(Cl)cc2)sc2nsc(SCCN3CCOCC3)c12 | 29.5 | -4.0 | -2.7 | -1.3 | 31.4 | 8.9 | 20.6 | 29.7 | 3.8
O=C1CC(c2ccccc2)CC(O)=C1C=NC1CCCCCC1 (stereo unspecified) | 20.0 | 4.0 | -2.3 | -5.7 | 11.7 | 21.3 | -7.4 | 8.9 | 4.6
CC(C)C(=O)N1CCN(c2nc(-c3ccccc3)c3c(c2C#N)CCCC3)CC1 | 14.1 | 4.3 | -0.3 | -0.5 | 1.9 | 5.9 | 31.3 | 19.6 | -0.7
O=C(C1=C(O)C(=O)N(CCN2CCOCC2)C1c1ccc([N+](=O)[O-])cc1)c1cc2ccccc2o1 (stereo unspecified) | 6.1 | 0.7 | 1.5 | 0.2 | -8.4 | -1.2 | -5.6 | 15.0 | 0.1
CN(c1ccc(C(=O)N2CCN(Cc3ccc4c(c3)OCO4)CC2)cc1)S(C)(=O)=O | 10.1 | -5.8 | -1.3 | 0.3 | 1.2 | -9.4 | -1.2 | 9.9 | 1.6
CCn1cc(Br)c(C(=O)Nc2nccs2)n1 | -0.6 | 2.2 | 3.8 | -1.9 | 1.8 | 12.9 | 1.5 | 10.0 | 1.7
COc1c(F)c(F)c(C(=O)O)c(Nc2ccc(C)cc2)c1F | 13.9 | -2.0 | -2.5 | -0.7 | 13.6 | 1.4 | 1.1 | -1.7 | -2.0
Cc1cc(C)nc(NCc2ccc(Cl)cc2)n1 | 18.5 | -3.7 | 0.4 | -0.4 | 4.5 | 1.6 | 11.6 | 21.9 | 2.0
Cc1ccccc1N=Cc1cc2c(cc1[N+](=O)[O-])OCO2 | 13.1 | -0.1 | 3.4 | -11.6 | 16.7 | 4.2 | 19.2 | 24.4 | 2.0
O=C1/C(=C\c2ccccn2)SC(=S)N1c1ccc(S(=O)(=O)Nc2nccs2)cc1 | -15.8 | -1.5 | 0.6 | 0.5 | 15.6 | -4.9 | -15.1 | -7.8 | -0.9
CCCCC1=CC2=C(c3ccco3)C(=O)C(C)(OC(=O)c3ccc(OC)cc3)C(=O)C2=CN1CCc1ccccn1 (stereo unspecified) | 2.3 | -2.8 | 8.5 | -1.5 | 7.7 | 6.6 | -7.0 | -6.9 | 3.6
Cc1cccc(N2C(=O)c3cccc(Oc4ccc(Cl)cc4)c3C2=O)c1 | 20.5 | 1.2 | 0.7 | -2.6 | 3.9 | 9.7 | 22.4 | 17.3 | -1.8
CCOc1cc(N2CCOCC2)c(OCC)cc1NC(=O)C1CC(=O)N(c2ccccc2OCC)C1 (stereo unspecified) | 2.4 | -1.5 | 2.7 | -0.8 | -16.2 | -1.4 | 7.1 | 2.2 | 1.6
O=C(O)CC1(CC(=O)Nc2ccc3ccccc3c2)CCCCC1 | 5.7 | -1.7 | 4.9 | -1.5 | 9.4 | 1.2 | -8.1 | 9.5 | -1.8
c1ccc(C(Cc2nc(-c3ccncc3)no2)c2ccccc2)cc1 | -5.4 | 1.9 | -0.1 | 0.4 | -12.1 | 0.6 | -8.3 | 2.4 | 1.6
COC(=O)c1cccc(NC(=O)CCc2c(C)noc2C)c1 | 11.2 | -0.6 | -4.4 | -1.7 | -12.4 | 9.6 | -5.1 | 9.6 | 0.1
CC(C)(CNC(=O)c1cccs1)N1CCOCC1 | -15.1 | 0.9 | -2.2 | -2.3 | 7.2 | 9.1 | -0.4 | -8.7 | -2.3
